APEX1 inh: blocks human APE1 abasic DNA cleavage | P27695 | recombinant APE1, TAMRA/BHQ-2 abasic DNA cleavage fluorescence | Potency, µM (highest dose often 65.8 µM), for the others: at the highest dose activity change, negative = inhibition, most hits filed as inhibitors | 350,000 tested, 0.35% active;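 further: potency means the concentration at half of the fitted maximal effect; plate controls were vehicle for no effect and reference inhibitor for full effect; nearly all actives have a fitted effect of over 55% in size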
Target sequence (P27695 whole entry, looked up): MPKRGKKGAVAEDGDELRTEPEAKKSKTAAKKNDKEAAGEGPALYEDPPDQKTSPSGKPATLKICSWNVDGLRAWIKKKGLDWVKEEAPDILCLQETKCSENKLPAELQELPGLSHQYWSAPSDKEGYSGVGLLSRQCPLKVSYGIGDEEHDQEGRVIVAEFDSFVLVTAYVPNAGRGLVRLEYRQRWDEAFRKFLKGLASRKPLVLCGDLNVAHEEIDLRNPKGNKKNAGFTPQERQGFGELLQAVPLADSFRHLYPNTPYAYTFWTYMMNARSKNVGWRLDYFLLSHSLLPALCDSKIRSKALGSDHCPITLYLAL
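Kinetic fluorescence read (525 ex/598 em nm, three reads 60 s apart) of AP-site incision; signal = third minus first read. Enzyme 0.75 nM, dual-labelled THF duplex 50 nM, compound preincubation 15 min RT.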
ALOX12 inh: inhibitors of human 12S-lipoxygenase ALOX12; P18054; purified 12hLO, xylenol orange hydroperoxide absorbance; Potency, µM (titrated, usually from 108 µM), for the others: at the highest dose activity change, negative = inhibition, most hits filed as inhibitors; 580,000 tested, 1.1% active; AID 1671190; further: potency means the concentration at half of the fitted maximal effect; on the % scale 0 is the no-effect control and ±100 the full control effect
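Hydroperoxide product was detected by ferrous iron/xylenol orange as the 573 to 405 nm absorbance ratio. Arachidonic acid at 40 uM (final) was turned over for 30 min at room temperature by 150 nM human 12hLO, pH 7.0 Hepes buffer, after 15 min compound preincubation.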
Pol kappa inh: blocks human DNA polymerase kappa activity. Q9UBT6. purified Pol kappa, fluorescent DNA synthesis assay, 10 min. Potency, µM (titrated, usually from 107 µM), for inactives: at the highest dose activity, negative = inhibition, hits mostly inhibitors. 400,000 tested, 0.53% active; further: potency means the concentration at half of the fitted maximal effect; on the % scale 0 is the no-effect control and ±100 the full control effect
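Kinetic fluorescence screen: compound preincubated 15 min RT with 10 nM enzyme; 50 nM substrate (final) initiates; reads at 0/10 min.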
Anesthetic bind: binds horse apoferritin like a general anesthetic; Potency, µM (titrated, usually from 77.5 µM), without a hit: top-dose activity change, negative = displacement, hits mostly inhibitors; AID 485281; P02791; 350,000 tested, 0.074% active; apoferritin/1-aminoanthracene competitive binding, fluorescence; further: potency means the concentration at half of the fitted maximal effect; on the % scale 0 is the no-effect control and ±100 the full control effect; nearly all actives have a fitted effect of over 20% in size
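10 uM apoferritin + 50% sat. 1-AMA, PBS; cpd 10 min RT; Ex380/Em535 endpoint; normalized to free probe vs complex; 4-param Hill fit; propofol titration as pos. ctrl.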
BLM helicase inh: Bloom syndrome helicase (human) inhibition. 350,000 tested, 0.2% active. Potency, µM (top dose mostly 56.1 µM), inactives show at the highest dose activity change, negative = inhibition, most hits filed as inhibitors. recombinant BLM DNA unwinding, fluorescence dequenching;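 further: potency means the concentration at half of the fitted maximal effect; plate controls were vehicle for no effect and no enzyme for full effect; nearly all actives have a fitted effect of over 35% in size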
Pol iota inh: inhibitors of human DNA polymerase iota; Potency, µM (titrated, usually from 115 µM), for the others: top-dose activity, negative = inhibition, most hits filed as inhibitors; Q9UNA4; AID 588590; Pol iota fluorescent replication assay, 10 min; 390,000 tested, 1% active; further: potency means the concentration at half of the fitted maximal effect
Target sequence (Q9UNA4 whole entry, looked up): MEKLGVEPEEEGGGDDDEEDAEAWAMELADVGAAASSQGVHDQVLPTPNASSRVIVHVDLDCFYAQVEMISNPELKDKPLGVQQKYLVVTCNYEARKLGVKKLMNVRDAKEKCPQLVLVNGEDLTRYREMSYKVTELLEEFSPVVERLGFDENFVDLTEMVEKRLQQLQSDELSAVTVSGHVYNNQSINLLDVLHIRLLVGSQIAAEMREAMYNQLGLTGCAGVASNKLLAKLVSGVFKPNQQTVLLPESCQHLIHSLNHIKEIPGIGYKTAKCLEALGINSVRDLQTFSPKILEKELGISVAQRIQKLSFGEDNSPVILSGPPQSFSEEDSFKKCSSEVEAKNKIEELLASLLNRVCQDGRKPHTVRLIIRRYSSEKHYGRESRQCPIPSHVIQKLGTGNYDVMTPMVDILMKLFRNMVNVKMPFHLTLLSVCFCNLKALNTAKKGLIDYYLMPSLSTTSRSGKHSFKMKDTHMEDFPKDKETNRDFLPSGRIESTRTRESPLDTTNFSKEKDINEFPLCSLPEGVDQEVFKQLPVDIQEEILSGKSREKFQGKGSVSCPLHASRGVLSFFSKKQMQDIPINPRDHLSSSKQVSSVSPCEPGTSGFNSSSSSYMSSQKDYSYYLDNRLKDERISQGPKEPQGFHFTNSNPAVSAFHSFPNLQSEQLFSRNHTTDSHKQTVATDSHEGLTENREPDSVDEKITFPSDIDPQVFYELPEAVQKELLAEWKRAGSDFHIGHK
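Fluorescent replication assay read twice, at 0 min and 10 min after adding 50 nM (final) substrate. Enzyme (10 nM) and compounds were first incubated 15 min at room temperature; enzyme-free buffer wells were negative controls.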
POLB inh: DNA polymerase beta (human) inhibition. P06746. Pol beta primer extension/strand displacement, fluorescence kinetic. 340,000 tested, 1.3% active. Potency, µM (highest dose often 114 µM), for the others: at the top dose activity change, negative = inhibition, actives largely listed as inhibitors. AID 485314; further: potency means the concentration at half of the fitted maximal effect; on the % scale 0 is the no-effect control and ±100 the full control effect
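Homogeneous kinetic assay of primer extension and strand displacement by 10 nM Pol beta, preincubated 15 min at room temperature with compound before 50 nM substrate (final) was added. Read at 0 and 10 min; four-parameter Hill fit.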
TRHR agonist: activates the human TRH receptor; P34981; AID 493084; TRHR cells, calcium flux fluo-8, FDSS agonist mode; activation, % at 2 µM; 360,000 tested, 0.18% active; in the data active means activation above about 30%; further: 0% is about no effect
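TRHR-expressing cells loaded with fluo-8 calcium dye; 23 nL library compound pin-transferred, kinetic FDSS fluorescence (Ex 480/Em 530) recorded about 180 s for agonist-induced calcium release, before a 10 nM TRH EC20 addition for potentiator mode.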
ERG-DNA inh: ERG Ets/DNA interaction inhibition; fluorescence polarization, His-ERG Ets domain / labelled DNA; Potency, µM (highest dose often 76.9 µM), for the others: at the highest dose FP activity, negative = inhibition, usual class: inhibitors; 370,000 tested, 0.028% active; AID 624246; active means well fitted inhibition curve with a large enough effect in the polarisation, with a control signal flat; inconclusive means small, poorly fitted or top-dose-only effect, or effect the other way, or a change in a side signal; inactive means no such curve, though single readings can be large or run the other way; the % refers to the polarisation;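 further: polarization taken with two DNA probes labelled with fluorescein and Texas red; potency means the concentration at half of the fitted maximal effect; % of control where 0% means no effect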
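His-tagged ERG Ets domain (1 uM in the protein solution; 300mM KCl, 50mM Tris-HCl, 1mM EDTA, 1mM DTT, pH 7.5) received compound, then a probe mix of 5 nM fluorescein-DNA and 100nM Texas-615-DNA. Fluorescence polarization was read for both dyes.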
* = called active by the depositor; ? = inconclusive; / = no result given; & = joins results of further samples; [ ] = another dose, or the depositor's remark. Unless noted, the call rests on the fitted dose curve; in most records, active means well fitted curve in the direction sought with a large enough effect; inconclusive means small, poorly fitted or top-dose-only effect, or another doubt; inactive means no such curve, though single readings can be large; an effect the other way counts as inactive or inconclusive. A portion of the library; rates above refer to the full screens.

#	Molecule	APEX1 inh	ALOX12 inh	Pol kappa inh	Anesthetic bind	BLM helicase inh
1	Cc1noc(C)c1S(=O)(=O)N1CCC(C(=O)Nc2ccccn2)CC1	7%	0%	-13%	-8%	2%
2	Cc1cccc(C(=O)NNc2ncnc3c2cnn3C)c1	1%	7%	0%	-6%	-1%
3	CC(/C=C/C1(O)C(C)CC(O)CC1(C)C)OC1OC(CO)C(O)C(O)C1O (stereo not drawn)	?	28%	56µM*	-7%	?
4	Cc1cccc(/C=N/NC(=O)c2ccc(F)cc2)n1	10%	0%	-1%	-3%	-18%
5	COc1ccc(NC(=O)CSc2ccccc2)c(OC)c1	0%	201%[activator]	-12%	-4%	-2%
6	CC1=C(C)CC(C(=O)Nc2cccc([N+](=O)[O-])c2)C(C(=O)O)C1 (stereo not drawn)	-2%	-12%	0%	-2%	-1%
7	O=C(O)/C(=C\c1cccs1)c1ccc(F)cc1	-10%	-6%	7%	2%	0%
8	O=[N+]([O-])c1ccc(C2NS(=O)(=O)N=C3CCCCCN32)cc1 (stereo not drawn)	3%	13%	10%	-5%	-4%
9	CC1CCN(c2ccccc2NC(=S)NC(=O)C(C)(C)C)CC1	-3%	40µM*	-8%	-7%	-9%
10	CCCCCCC1CCC(C(=O)NC(CCSC)C(=O)NC(C(=O)OC)C(C)C)CC1 (stereo not drawn)	1%	34%[activator]	-4%	-15%	-2%
11	CCOc1ccc2nc(N3CCN(C(=O)CS(=O)(=O)c4ccc(F)cc4)CC3)sc2c1	/	?	-9%[60.1 µM]	-2%	-4%
12	CCOc1ccc(C(=O)Nc2cccc(C(=O)OCc3cc(=O)n4cc(C)sc4n3)c2)cc1	/	-20%	-8%[60.1 µM]	46%[activator]	-9%
13	CCOCCCn1c(=S)[nH]c2cc(C(=O)N3CCC(C(N)=O)CC3)ccc2c1=O	16%	?	5%	-8%	-1%
14	O=C1/C(=C/c2ccncc2)SC(=S)N1C1CCS(=O)(=O)C1 (stereo not drawn)	1%	-3%	0%	-17%	0%
15	COc1cccc(Oc2ccc3nnc(C(F)(F)F)n3n2)c1	-1%	0%	6%	-3%	-4%

#	Pol iota inh	POLB inh	TRHR agonist	ERG-DNA inh
1	11%	21%	-0.4	-5%
2	32%[activator]	23%	3.2	-13%
3	?	25µM*	-0.1	-4%
4	1%	-5%	0.0	10%
5	2%	6%	-0.3	-6%
6	?	1%	0.2	-6%
7	29%	20%	0.9	0%
8	14%	-15%	0.8	3%
9	29%	1%	0.2	4%
10	13%	-3%	-0.1	3%
11	14%	0%	-0.1	-4%
12	35%[activator]	3%	-0.2	-2%
13	-3%	36%	0.8	-3%
14	?	20%	1.3	28%
15	6%	4%	-1.0	-1%

New compounds follow
#	Molecule	APEX1 inh	ALOX12 inh	Pol kappa inh	Anesthetic bind	BLM helicase inh
16	CC(=O)C1C(c2ccccc2)c2c(n[nH]c2C)CC1(C)O (stereo not drawn)	7%	45%[activator][57.4 µM]	-1%	-4%	7%
17	Cc1ccc(S(=O)(=O)N2CCN(c3ncccn3)CC2)cc1C	/	4%	-5%	/	/
18	CCCCN1C(=O)NC(NC(=O)c2ccco2)(C(F)(F)F)C1=O (stereo not drawn)	14%	?	-25%	8%	-2%
19	S=C1NCN(Cc2ccco2)CN1c1ccccc1	-1%	0%	-2%	0%	-5%
20	Cc1cccc(-n2cnc(C(=O)NC3CCCCCC3)c2)n1	-3%	-11%	-8%	-22%	-2%
21	Cc1nn(C(=O)c2cccc([N+](=O)[O-])c2C)c(C)c1S(=O)(=O)N1CCCCCC1	/	4%	-11%	6%	0%
22	CCCCc1c(O)nc(SCCC(=O)O)[nH]c1=O	5%	/	/	-3%	0%
23	Cc1cc(C)n(NC(=S)NC2CCCCC2)c(=O)c1C#N	17%	?	4%	-3%	-5%
24	NNC(=O)c1oc2ccccc2c1-n1cccc1	-2%	1%	1%	-10%	-6%
25	Cc1ccc(C)c(C(=O)CCC(=O)O)c1	?	11%	10%	-3%	1%
26	COc1ccc(C2CC(C(C)(C)C)=NN2c2ccc(S(N)(=O)=O)cc2)cc1 (stereo not drawn)	-12%	?	-12%	/	/
27	Cc1ccccc1NC(=O)C(=O)NCC1(c2ccccc2)CCCC1	/	-13%	3%	-9%	2%
28	Cc1ccc(O)c(NC(=O)c2cc(-c3ccccc3)on2)c1	14%	0%	-1%	-6%	-9%
29	C#CCOc1nc(OCC#C)nc(OCC#C)n1	4%	2%	-3%	-21%	0%
30	CCc1ccc(NC(=O)Cc2ccc(NC3=NC4CS(=O)(=O)CC4S3)cc2)cc1 (stereo not drawn)	9%	26%	-9%	-13%	-5%

#	Pol iota inh	POLB inh	TRHR agonist	ERG-DNA inh
16	-9%	0%	0.1	-3%
17	-11%	/	/	0%
18	28%	29%	-0.1	2%
19	-27%[58.9 µM]	9%	0.3	-1%
20	-3%	21%	-0.2	6%
21	42%[activator]	-21%	-1.7	-2%
22	/	-12%	0.4	/
23	36%	17%	-0.3	2%
24	58%[activator]	6%	0.2	-1%
25	19%	4%	-0.5	-12%
26	-11%	/	/	-10%
27	22%	23%	2.2	1%
28	60%[activator]	10%	0.8	-5%
29	-11%	?	-0.3	-5%
30	20%	-4%	0.1	-1%

(next part)
#	Molecule	APEX1 inh	ALOX12 inh	Pol kappa inh	Anesthetic bind	BLM helicase inh
31	O=[N+]([O-])c1ccc(C=Nc2ccc(Cl)cc2Cl)s1	?	?	-18%	?	1%
32	O=C(CSc1nnnn1C1CC1)N1CCN(c2ccc(O)cc2)CC1	-1%	?	?	/	/
33	Cc1ccc(NS(=O)(=O)c2ccc3c(c2)n(C)c(=O)n3C)cc1	32%	/	1%	3%	-1%
34	CCc1c(C)nc2c(-c3ccccc3)c(-c3ccccc3)[nH]n2c1=O	5%	-28%	-16%	3%	-3%
35	CCOC(=O)C1C(c2ccccc2)C(C(=O)OCC)S(=O)(=O)C(CCN(CC)CC)S1(=O)=O (stereo not drawn)	-8%	-4%	3%	-11%	-3%
36	O=C(Nc1ccc(S(=O)(=O)NC2=NCCCCC2)cc1)c1ccccc1Cl	0%	-14%	5%	-1%	3%
37	COc1cc(C(=O)N(C)C2CCCCC2)ccc1OC1CCN(C(C)=O)CC1	-11%	15%	-16%	-15%	-2%
38	O=C1[C@@H]2CSCN2C(=O)CN1Cc1ccccc1F	34%	7%	0%	2%	0%
39	O=C(O)CC(c1ccc(C(F)(F)F)cc1)N1Cc2ccccc2C1=O (stereo not drawn)	46%[activator]	1%	0%	5%	1%
40	Cc1ccc(OCC(=O)Nc2cc(S(=O)(=O)N3CCOCC3)ccc2N2CCCC2)cc1	-5%	-7%	-17%	/	/
41	CN(C)C(CNC(=O)CCc1nc2sc3c(c2c(=O)[nH]1)CCCC3)c1ccccc1 (stereo not drawn)	-7%	0%	-14%	/	/
42	COc1ccc(C)cc1-n1c(N)c(C#N)c(C#N)c1-c1ccc(OC)c(OC)c1OC	3%	-19%	-15%	-20%	-5%
43	O=C(c1cccc(C(F)(F)F)c1)N1CCN(CCc2ccccc2)CC1	-2%	2%	-2%	-16%	-3%
44	CC(=O)N1CCN(C)CC1	0%&-7%	?	1%&-5%[19.4 µM]	3%	-1%
45	COc1ccccc1NC(=O)C(=O)NNC(=O)COc1ccc2ccccc2c1	24%[12.4 µM]	-16%	/	5%	-6%
46	CCc1cccc(C)c1N(C(=O)Cn1c(CO)nc2ccccc21)C(C)COC (stereo not drawn)	2%	0%	0%	-10%	3%
47	O=C(O)C1CC=CCC1C(=O)N1CCN(c2nc(-c3ccccc3)c3ccccc3n2)CC1 (stereo not drawn)	0%	-3%	-13%	214%[activator]	4%
48	O=[N+]([O-])c1ccc(N2CCN(Cc3ccc4c(c3)OCO4)CC2)nc1	-7%	?	-4%	-10%	-1%

#	Pol iota inh	POLB inh	TRHR agonist	ERG-DNA inh
31	40µM*	?	0.9	0%
32	45µM*	/	-0.4	-14%
33	-9%	-1%	-0.4	5%
34	-8%	2%	0.0	1%
35	11%	?	-0.2	-6%
36	8%	13%	-0.4	0%
37	53%[activator]	3%	0.2	-2%
38	-11%	3%	0.8	5%
39	-15%	-17%	0.2	2%
40	8%	/	-1.1	0%
41	?	/	0.0	-5%
42	3%	-10%	-1.4	1%
43	-9%	56%	0.6	-6%
44	/	/	/	/
45	/	-9%	-0.5	/
46	6%	1%	1.3	5%
47	5%	38%	-0.8	-7%
48	30%	29%	-0.1	5%

One compound at a time, from the list above.
Results for O=C(O)CC(c1ccc(C(F)(F)F)cc1)N1Cc2ccccc2C1=O (stereo not drawn) = APEX1 inh = 46%[activator]; ALOX12 inh = 1%; Pol kappa inh = 0%; Anesthetic bind = 5%; BLM helicase inh = 1%; Pol iota inh = -15%; POLB inh = -17%; TRHR agonist = 0.2; ERG-DNA inh = 2%
Results for CC(=O)N1CCN(C)CC1 = APEX1 inh = 0%&-7%; ALOX12 inh = ?; Pol kappa inh = 1%&-5%[19.4 µM]; Anesthetic bind = 3%; BLM helicase inh = -1%; Pol iota inh = /; POLB inh = /; TRHR agonist = /; ERG-DNA inh = /

Compound activity deposited in PubChem by National Center for Advancing Translational Sciences (NCATS).
